# Screening results as filed in PubChem.
# Bcl-XL Bim block: inhibitors of Bim-Bcl-XL binding, primary screen, biochemical, multiplexed, bead flow cytometry, human Bcl-XL; Bcl-2-like protein 1 (Homo sapiens), Q07817; Bim peptide-Bcl-XL binding, fluorescence; inhibition, % at 10 µM; 190,000 tested, 0.04% active; AID 1007, 2008
# Bfl-1 Bim block: inhibitors of Bim binding to Bfl-1, primary screen, biochemical, multiplexed, bead-based flow cytometry. Bcl-2-related protein A1 (Homo sapiens), Q16548. 190,000 tested, 0.12% active. inhibition, % at 10 µM. Bim-Bfl-1 binding inhibition;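 also: 0% = wells without compound plus tracer and 100% = blocker peptide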
# ABCB1 block: ABCB1 efflux pump inhibitors, primary screen, cell-based, multiplex, flow cytometry, ABCG2 counter-screen | ATP-dependent translocase ABCB1 (Homo sapiens), P08183 | CCRF-Adr cells, JC-1 efflux | inhibition, % at 6.6 µM | 190,000 tested, 0.067% active | AID 1326, 2008; in the data active = inhibition above about 40%;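 also: 0% = vehicle and 100% = reference inhibitor; higher value means more JC-1 retained so stronger ABCB1 efflux block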
# Target sequence (P08183 whole entry, looked up): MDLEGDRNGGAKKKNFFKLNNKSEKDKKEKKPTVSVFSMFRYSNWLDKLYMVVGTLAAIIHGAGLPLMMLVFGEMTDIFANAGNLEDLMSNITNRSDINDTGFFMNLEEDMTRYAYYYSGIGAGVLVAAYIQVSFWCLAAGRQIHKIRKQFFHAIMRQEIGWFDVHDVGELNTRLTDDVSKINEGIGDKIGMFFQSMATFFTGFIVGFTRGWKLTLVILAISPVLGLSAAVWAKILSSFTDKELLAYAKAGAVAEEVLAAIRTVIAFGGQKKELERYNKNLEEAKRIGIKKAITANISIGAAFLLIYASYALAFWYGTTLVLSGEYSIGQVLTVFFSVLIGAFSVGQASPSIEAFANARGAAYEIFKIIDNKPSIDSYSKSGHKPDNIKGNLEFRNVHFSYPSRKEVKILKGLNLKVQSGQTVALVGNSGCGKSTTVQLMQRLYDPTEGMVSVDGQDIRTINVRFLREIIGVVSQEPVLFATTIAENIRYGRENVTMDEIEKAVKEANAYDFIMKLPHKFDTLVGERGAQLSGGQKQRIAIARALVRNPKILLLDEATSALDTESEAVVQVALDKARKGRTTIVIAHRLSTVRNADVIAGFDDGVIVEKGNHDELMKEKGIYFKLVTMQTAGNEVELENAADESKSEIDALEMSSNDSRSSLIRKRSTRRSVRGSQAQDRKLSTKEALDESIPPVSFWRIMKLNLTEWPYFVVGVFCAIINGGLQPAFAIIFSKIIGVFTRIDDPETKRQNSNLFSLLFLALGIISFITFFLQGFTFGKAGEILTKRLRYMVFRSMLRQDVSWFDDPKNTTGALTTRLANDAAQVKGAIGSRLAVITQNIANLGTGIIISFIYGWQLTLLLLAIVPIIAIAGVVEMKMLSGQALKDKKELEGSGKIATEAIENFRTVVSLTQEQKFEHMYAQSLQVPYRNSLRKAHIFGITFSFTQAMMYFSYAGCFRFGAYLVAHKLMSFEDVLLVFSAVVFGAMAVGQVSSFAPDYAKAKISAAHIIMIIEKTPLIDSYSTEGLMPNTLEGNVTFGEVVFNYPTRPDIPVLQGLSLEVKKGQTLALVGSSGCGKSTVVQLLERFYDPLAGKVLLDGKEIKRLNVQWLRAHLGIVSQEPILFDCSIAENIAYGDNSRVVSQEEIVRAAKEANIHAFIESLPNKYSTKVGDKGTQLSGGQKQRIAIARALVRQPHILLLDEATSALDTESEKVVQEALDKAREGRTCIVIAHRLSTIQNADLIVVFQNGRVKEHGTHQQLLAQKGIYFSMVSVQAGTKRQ
# Bcl-2 Bim block: inhibitors of Bim-Bcl-2 binding, primary screen, biochemical, multiplexed, human Bcl-2 family; Apoptosis regulator Bcl-2 (Homo sapiens), P10415; Bead-based flow cytometry, Bim peptide-Bcl-2 binding; inhibition, % at 10 µM; 190,000 tested, 0.06% active; in the data active = inhibition above about 40%; inconclusive = no clear call, values can overlap the other calls;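 also: 0% = no compound wells with probe peptide and 100% = reference peptide inhibitor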
# Bim-Bcl-W: inhibitors of Bim binding to Bcl-W, primary screen, biochemical, multiplexed, bead-based flow cytometry; inhibition, % at 10 µM; Bcl-2-like protein 2 (Homo sapiens), Q92843; AID 952, 2007; 190,000 tested, 0.02% active; Bim peptide-Bcl-W binding;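 also: 0% = bound tracer without compound and 100% = peptide blocker; higher means less fluorescent Bim peptide bound to Bcl-W beads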
# RGS7-Gao reg: RGS7-Galphao binding modulators, primary screen, biochemical, multiplexed bead flow cytometry | Guanine nucleotide-binding protein G(o) subunit alpha (Homo sapiens), P09471 | binding response (% of control), % at 10 µM | 220,000 tested, 0.35% active | AID 1439, 2008 | actives lie on both sides; in the data active = binding response below about 49% or above about 150%; inconclusive = no clear call, values can overlap the other calls; inactive = in between;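 also: fluorescent Galphao held in activated GDP-AlF4 state binding bead-coupled RGS7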
# ABCG2 block: ABCG2 efflux pump inhibitors, primary screen, multiplex with ABCB1, IgMXP3 cells, flow cytometry; Broad substrate specificity ATP-binding cassette transporter ABCG2 (Homo sapiens), Q9UNQ0; JC-1 efflux; inhibition, % at 6.6 µM; 190,000 tested, 0.1% active;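 active = inhibition above 80%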;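 also: 0% = DMSO and 100% = nicardipine control wells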
#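 Test system: IgMXP3 cells (ABCG2) mixed with DDAO far-red-labelled CCRF-Adr cells (ABCB1). Reagent: JC-1 transporter substrate. Compound dosing: single test compound dose, 6.6 µM final. Times: 10 min compound exposure, 25 °C. Detection: flow cytometry of retained JC-1 fluorescence. Read-out basis: efflux inhibition in percent versus controls. Controls: nicardipine and DMSO wells.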
# RGS4-Gao reg: modulators of RGS4 binding to Galphao, primary screen, biochemical, multiplexed bead flow cytometry; binding response (% of control), % at 10 µM; 220,000 tested, 0.33% active; AID 1415, 2008; actives lie on both sides; Guanine nucleotide-binding protein G(o) subunit alpha (Homo sapiens), P09471; in the data active = binding response below about 49% or above about 150%; inactive = in between;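 also: fluorescent Galphao activated with aluminum fluoride binding bead-coupled RGS4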
# Mcl-1 Bim block: inhibitors of Bim peptide binding to Mcl-1, primary screen, biochemical, bead-based flow cytometry, multiplex | Induced myeloid leukemia cell differentiation protein Mcl-1 (Homo sapiens), Q07820 | Bim peptide-Mcl-1 binding | inhibition, % at 10 µM | 190,000 tested, 0.1% active | AID 1009, 2008;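 also: 0% = no compound tracer wells and 100% = peptide blocker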
# RGS8-Gao reg: RGS8-Galphao binding modulators, primary screen, biochemical, multiplexed bead flow cytometry; 220,000 tested, 0.34% active; AID 1423, 2008; response (percent of control binding), % at 10 µM; actives lie on both sides; Guanine nucleotide-binding protein G(o) subunit alpha (Homo sapiens), P09471; in the data active = response below about 60% or above about 140%; inactive = in between;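 also: Galphao activated as the GDP aluminium fluoride complex binding bead-coupled RGS8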
# Bim-Bcl-B: inhibitors of Bim-Bcl-B binding, primary screen, biochemical, multiplexed, human Bcl-2 family | inhibition, % at 10 µM | AID 951, 2007 | Bcl-2-like protein 10 (Homo sapiens), Q9HD36 | bead-based flow cytometry, Bim peptide-Bcl-B binding | 190,000 tested, 0.073% active;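 also: 0% = tracer peptide without compound and 100% = reference inhibitor peptide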
# Numbers without * were called inactive; ? = inconclusive; nt = no result given; [ ] = another dose, or the depositor's remark. Rule as the data show it, unless noted: active = inhibition above about 40%.
canonical_smiles	Bcl-XL Bim block	Bfl-1 Bim block	ABCB1 block	Bcl-2 Bim block	Bim-Bcl-W	RGS7-Gao reg	ABCG2 block	RGS4-Gao reg	Mcl-1 Bim block	RGS8-Gao reg	Bim-Bcl-B
COc1cc(C(=O)NC(=S)Nc2cccc(-c3cc4ccccc4oc3=O)c2)cc(OC)c1OC	-5	-18	3.1	-13	-2	101	5	102	-3	103	-7
COc1ccc(N2CCN(C(=O)CCC(=O)c3cc(C)sc3C)CC2)cc1	-1	4	1.6	2	0	99	10	97	0	99	2
COc1ccc(NC(=O)COC(=O)CNS(=O)(=O)c2ccc(C)cc2)c(OC)c1	0	0	-2.6	1	0	107	23	105	-1	105	1
CC(Oc1ccc(Cl)cc1)c1ccnn1S(=O)(=O)c1ccc(Cl)cc1 (stereo not drawn)	-4	-11	0.1	-4	-1	100	0	101	0	101	-4
Cc1ncsc1C(=O)N1CCCC(CNS(=O)(=O)c2cccs2)C1 (stereo not drawn)	-2	-3	0.4	0	-2	100	1	105	-1	105	-4
Cc1cc(Cl)ccc1N(CC(=O)NCCSCc1ccco1)S(C)(=O)=O	0	-3	1.0	0	-2	102	1	101	-1	102	-6
CCOc1ccc(NC(=O)CSc2nc(-c3cccs3)cc(C(F)(F)F)n2)c([N+](=O)[O-])c1	-3	-3	-0.1	-2	-5	102	-3	102	-2	102	-5
COCCNC(=O)CC(=O)N/N=C/c1ccc(C(=O)OC)cc1	1	-2	-0.1	4	5	97	0	102	3	101	2
C/C(Cl)=C\Cn1c(Nc2ccccc2)nc2c1c(=O)n(C)c(=O)n2C	-19	-9	-2.4	-8	-3	101	-2	102	-1	103	-10
Cc1cc2c(c(C)nn2-c2ccccc2)c(=O)o1	-1	-13	0.1	-12	1	108	2	103	0	104	-6
Nc1ccc(-c2ccc(N)cc2C(F)(F)F)c(C(F)(F)F)c1	-4	-11	-0.4	-4	1	204*[activator]	-2	118	0	101	-6
COC(=O)C1=C(C)N(C)C(=S)NC1c1ccc(OC)cc1OC (stereo not drawn)	0	-8	1.1	-4	0	100	5	99	-2	102	-2
CC(C)Cc1cc(CN2CCCC(CO)(Cc3cccc(Cl)c3)C2)[nH]n1 (stereo not drawn)	-6	-9	1.0	-6	-4	95	3	92	-5	96	-8
CCN(CC)S(=O)(=O)c1cccc(NC(=O)COC(=O)CCC(=O)c2ccc(F)cc2)c1	-4	-1	0.1	-1	-1	98	3	99	-8	101	0
CCNC(=O)CN(C1CCCCC1)S(=O)(=O)c1ccc(F)cc1	3	-1	0.4	0	-3	102	0	100	-3	103	0
Cc1ccc(S(=O)(=O)N2CCN(C(C)CC(=O)O)CC2)cc1 (stereo not drawn)	1	-4	0.5	0	3	?	4	100	2	101	0
COCC(=O)Nc1ccc([N+](=O)[O-])cc1C	-7	2	nt	-2	-5	104	1	101	-8	101	-6
Cc1ccc(C2=C/C(=C/c3cccs3)C(=O)O2)cc1	-6	-9	-0.8	-3	-6	103	-4	101	-5	101	-6
C=C(C)CC1Nc2ccccc2NC1CC(=C)C (stereo not drawn)	-1	-5	0.0	-3	3	95	-2	95	-1	95	-14
O=C(N/N=C/c1ccncc1)C1C2CCCCCCC21 (stereo not drawn)	-3	2	1.9	0	-1	95	22	97	-3	84	-7
COc1ccc(C(=O)NNC(=O)Cc2ccc([N+](=O)[O-])cc2)cc1	-13	-14	0.2	-10	-6	105	4	100	-3	101	-12
Cc1[nH]c(=O)c(C#N)c(C)c1Cc1ccc(Cl)cc1Cl	-2	-5	1.2	-4	-1	105	1	105	-1	96	-2
COc1ccc(-c2ccc(CCC(=O)O)n2CC(C)C)cc1	-2	1	0.6	2	0	100	2	101	-1	99	2
CCCc1nc(N2CCN(S(=O)(=O)c3ccc(Cl)cc3)CC2)c2c(C)c(C)sc2n1	0	2	0.5	1	-3	98	1	98	-2	98	-1
CN(C)S(=O)(=O)c1ccc(C(=O)Nc2nnc(SCc3cccc(F)c3)s2)cc1	-7	-2	-0.3	-3	-5	102	-5	102	-5	100	-7
O=C(CCS(=O)(=O)Cc1ccccc1)N1CCN(c2ccc([N+](=O)[O-])cc2)CC1	-3	-5	0.5	-3	-3	99	1	94	-2	97	-3
COc1ccc(-n2c(SCC(=O)Nc3ccc(C(=O)O)cc3)nnc2-c2cccs2)cc1	20	16	-0.2	9	16	101	-2	103	17	95	11
C=CCNc1nc(-c2cccc(OC)c2O)nc2ccccc12	4	1	0.4	-3	0	98	4	93	-4	99	-3
O=C(CN1C(=O)CSc2ccccc21)NC1CCCC1	-8	-17	0.7	-13	-7	122	10	120	-5	119	-11
COCCNC(=O)c1ccccc1NC(=O)CCSc1ccccc1	-2	2	-0.2	2	0	102	4	102	0	99	0
O=C(NC(=S)Nc1cccc(Cl)c1N1CCCC1)c1ccc(-c2cccc([N+](=O)[O-])c2)o1	-5	-2	-0.2	-4	-6	104	0	96	-3	97	-3
COc1ccc(S(=O)(=O)N2CCOCC2)cc1Br	1	-2	0.6	2	4	96	3	103	1	101	-1
CN(C)CCNc1c(N)c(=O)oc2ccccc12	-4	-6	0.6	-2	-1	103	5	101	-2	100	-1
O=C(Nc1ccccc1F)c1cnccn1	-3	-4	0.0	-2	-3	97	3	102	-2	101	-2
COc1cc2c(cc1NC(=O)C(C)OC(=O)C1CC(=O)N(Cc3ccco3)C1)oc1ccccc12 (stereo not drawn)	-13	-18	2.8	-13	-2	105	31	104	-4	102	-11
CN(CC(=O)N1CCCCCC1)S(=O)(=O)c1cccc2cccnc12	2	2	0.9	1	2	98	6	101	1	98	3
COc1cc(/C=N\NC(=O)c2ccc(C)nc2)ccc1OC(=O)c1ccc2c(c1)OCO2	-1	-3	-0.3	0	-3	90	-2	101	2	109	-4
S=c1[nH]nc(C2CCCCC2)n1/N=C/c1ccncc1	2	2	-0.7	-7	3	104	0	102	0	96	-24
CCC(=O)c1ccc(OCC(=O)NCCc2ccccn2)cc1	1	2	1.2	0	0	107	7	114	-4	110	0
CCOCCOC(=O)C1=C(C)Nc2ccc(C)cc2S1	9	-3	2.0	-8	4	109	8	104	10	101	-10
COc1cccc2c3c(c(C)nc12)CC(C)O3 (stereo not drawn)	-3	0	0.2	0	-2	96	1	101	1	99	0
COc1ccc2c(CC(=O)Nc3cccc(S(=O)(=O)N4CCOCC4)c3)coc2c1	-3	-7	-1.0	-4	-2	101	6	97	0	97	-9
Cc1ccc(NC(=O)CCNS(=O)(=O)c2cc(Br)cnc2N)cc1Cl	-4	-2	0.7	-4	-1	97	3	96	-3	100	-4
O=c1c2ccccc2nc2n1CCN2	0	-2	-0.1	-4	0	101	0	99	-5	103	-3
CCCc1c(C)nc2c(Br)cccc2c1Cl	-5	-10	0.4	-5	-4	105	1	103	-2	98	-7
CN(CCC#N)C(=O)COC(=O)c1nn(-c2ccccc2)c(=O)c2ccccc12	1	5	1.1	0	-2	103	7	102	4	103	-6
Cc1cccc(-n2c(CNC(=O)c3cccc([N+](=O)[O-])c3C)n[nH]c2=S)c1	-5	3	0.3	-4	1	123	0	112	-3	100	-32
COc1ccc(-c2nsc(C(=O)N(c3ccc(F)cc3)C(C(=O)NC3CCCC3)c3ccc(OC)cc3)c2N)cc1 (stereo not drawn)	-10	-9	0.0	-5	1	93	0	99	0	101	-4
CC(=O)Nc1cc(C(=O)N2CCCC2)ccc1S(=O)(=O)c1ccc(Cl)cc1	-7	-17	1.6	-12	0	103	6	104	-2	102	-5
O=C(NC1CCCC1)C(Cc1ccccc1)n1cccc1 (stereo not drawn)	-1	-10	0.6	-6	2	102	0	99	-1	103	-7
Cc1ccc(C(=O)N/C(=C\c2ccc(F)cc2)C(=O)NCc2ccncc2)cc1	-5	-13	0.1	-8	-4	101	6	100	-2	102	-7
CN(C)CCOCCP(=O)(c1ccccc1)c1ccccc1	-5	-11	0.3	-8	-1	102	1	103	-1	103	-6
O=C(CN1C(=O)NC2(CCCCC2)C1=O)NCc1cccs1	-3	0	0.0	1	-1	96	0	98	-3	97	-2
CC(C)CNC(=O)c1c(N)n(/N=C/c2ccccn2)c2nc3ccccc3nc12	-2	-6	0.6	-9	-6	102	16	98	-7	100	-1
Cc1ccc(OC(=O)c2cccnc2)cc1	0	-4	0.1	-3	0	104	0	107	-1	103	-1
COc1ccccc1-n1cc(C(=O)NCC(=O)NCc2ccc(F)cc2)c2ccccc2c1=O	-3	-2	0.4	-1	-1	99	5	102	0	100	0
NS(=O)(=O)c1cccc(NC(=O)COC(=O)CC2CC3CCC2C3)c1 (stereo not drawn)	-1	0	0.3	-2	-1	101	1	105	-4	103	-3
Cn1c(=O)c2c(n(Cc3ccccc3)c1=O)NC(=O)C2CC(=O)NCc1cccc(Cl)c1 (stereo not drawn)	-3	1	-0.7	-1	-1	96	-1	97	-3	100	1
O=C(c1noc2c1CCCC2)N1CCOCC1	-3	-1	0.1	0	0	104	0	102	-2	103	-5
COc1ccc(OC)c(NC(=O)C2CCCCC2C(=O)O)c1 (stereo not drawn)	-1	0	0.3	-2	-2	99	2	98	-5	99	0
CCN(C(=S)NC(=O)c1ccccc1Br)C1CCCCC1	-5	0	0.4	0	-6	98	0	94	-2	87	-6
CCc1ccccc1N/C(=N\S(=O)(=O)c1ccccc1)C(F)(F)F	-9	-7	0.4	-6	-5	100	3	98	-7	98	-8
Cc1cc(C)c(-c2cc(C(=O)Nc3c(C)n(C)n(-c4ccccc4)c3=O)[nH]n2)c(O)c1	3	-1	nt	1	-2	99	nt	102	1	95	0
